inhibitors of VEEV = inhibitors of VEEV TC-83 cytopathic effect, confirmation, Vero cells (AID 588727); Vero cells, VEEV TC-83 cytopathic effect inhibition; higher % means a stronger effect; inhibition, % at 20 µM, or IC50 in µM where a hit was titrated; 0.13% of 350,000 active; in the data active = a potency from the dose series; inconclusive = inhibition mostly from about 14% at the one dose, without a potency; inactive = the rest, 99 in 100 with inhibition below about 12%; also: strong numbers were not always called active
PhoP GFP inhibition = PhoP regulon inhibitors, Salmonella typhi PhoP promoter GFP reporter, confirmatory (AID 1850); Salmonella Typhi PhoP-promoter GFP reporter, fluorescence, 4 h; higher % means a stronger effect; one-dose inhibition, % at 50 µM; IC50 in µM for titrated hits; 0.33% of 310,000 active; in the data active = a potency from the dose series; inconclusive = inhibition mostly from about 25% at the one dose, without a potency; inactive = the rest, 99 in 100 with inhibition below about 19%;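 also: 0% = induced wells with vehicle and 100% = uninduced wells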
tuberculosis growth = growth inhibition of non-replicating M. tuberculosis (AID 488890); 0.39% of 320,000 active; Mycobacterium tuberculosis non-replicating, growth inhibition; higher % means a stronger effect; inhibition, % at 25 µM, or IC50 in µM where a hit was titrated; in the data active = a potency from the dose series; inconclusive = inhibition mostly from about 82% at the one dose, without a potency; inactive = the rest, 99 in 100 with inhibition below about 76%;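 also: plate controls were DMSO cells for no effect and high antibiotic wells for full effect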
influenza NS1A = H1N1 influenza NS1A inhibitors, functional cell based assay (AID 504329). NS1A functional cell-based assay, percent inhibition; higher % means a stronger effect. one-dose inhibition, % at 12.5 µM; IC50 in µM for titrated hits. 0.3% of 340,000 active; in the data active = a potency from the dose series; inconclusive = inhibition above about 27% without an active follow-up result; also: strong numbers were not always called active
M. tuberculosis HTS = M. tuberculosis growth inhibition, HTS (AID 449762). one-dose inhibition, % at 25 µM; IC50 in µM for titrated hits. M. tuberculosis H37Rv growth inhibition, 7H9 media; higher % means a stronger effect. 0.59% of 330,000 active; in the data active = a potency from the dose series; inconclusive = inhibition above about 70% without an active follow-up result;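 also: bacterial growth assessed after seven days of incubation; strong numbers were not always called active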
inhibitors of VEEV 10K pilot screen = second read-out of inhibitors of VEEV, no call of its own (marks repeat the call); inhibition, %; measured here: 10K pilot screen inhibition
The depositor's hits bear a star; i = inactive; ? = inconclusive; nt = not tested or not shown; & = joins results of further samples.

SMILES	inhibitors of VEEV	PhoP GFP inhibition	tuberculosis growth	influenza NS1A	M. tuberculosis HTS	others
O=C(Nc1ccccn1)C1CCN(S(=O)(=O)c2cccc3nonc23)CC1	2.2%	-11.6%	-7.9%	-2.5%	-8.8%
Cc1cc(C)nc(NC2=NC3CCCCC3N2)n1 (stereo not given)	i	1.1%	-7.5%	3.6%	-2.1%
CC(OC(=O)c1ccccc1NCc1ccco1)C(=O)Nc1ncc(Cl)cc1Cl (stereo not given)	2.5%	-7.9%&0.0%	4.5%	-9.5%	-4.8%
CC(C)(C)OC(=O)N1CCC(NC(=O)c2[nH]cnc2C(=O)Nc2ccc(Cl)cc2)CC1	1.0%	nt	26.1%	-7.6%	-3.6%
CC(=O)NC(=O)c1ccc(-c2ccc(Cl)cc2)o1	0.9%	-4.9%	nt	-5.7%	?
CCOc1ccc(-c2cc(CCCC(=O)Nc3cccc(OC)c3)no2)cc1	2.0%	-2.8%	?	22.2%	?
CC(c1ccccc1)N1C(=O)c2ccc(C(=O)Nc3ccccc3C(=O)O)cc2C1=O (stereo not given)	1.3%	-2.9%	19.4%	21.9%	-2.5%
C=CCC1(CC=C)CCCN1C(=O)c1cc(COc2ccc(-n3cncn3)cc2)on1	4.8%	-2.4%	38.4%	12.8%	41.8µM*
O=C(O)CCC(=NNC(=O)c1cccc(S(=O)(=O)N2CCCCC2)c1)c1ccccc1	0.0%	nt	20.4%	-11.8%	-8.7%
COc1ccc(CCNC(=O)Cn2c(-c3nonc3N)nc3ccccc32)cc1OC	?	8.6%	-4.5%	1.1%	-5.2%
CC(C(=O)O)N(C(=O)c1ccccc1)c1ccc(F)cc1 (stereo not given)	0.5%	15.2%	-1.1%	2.3%	1.0%
COc1ccc2nc(C(F)(F)Cl)c(C#N)c(N)c2c1	2.0%	6.2%	5.8%	-20.0%	-13.6%
Cn1c2ccccc2c2c(C(=O)N3CCN(C(=O)c4ccco4)CC3)cn(C3CCCCC3)c(=O)c21	6.9%	-8.4%	31.2%	2.5%	-2.3%
CC(C)(C)C(=O)Nc1ccc(S(=O)(=O)N2CCCC2)cc1	i	-4.5%	-2.8%	-3.8%	4.8%
COc1cc(C2=NOC(C(=O)N3CCOCC3)C2)cc(OC)c1OC (stereo not given)	4.8%	6.8%	-1.8%	-0.1%	-4.8%
COCCOC(=O)c1c(NC(=O)CNC2CCCc3ccccc32)sc(C(N)=O)c1C (stereo not given)	1.9%	-0.6%	-5.5%	-5.5%	2.1%
CC(C)(C)c1ccc(C(=O)NC(=S)NNC(=O)COc2ccccc2)cc1	23µM*	-4.4%	?	-0.8%	3.39µM*
O=C(Nc1cccc2ncccc12)c1ccc(-c2ccc(Br)cc2)o1	0.1%	-11.5%	67.7%	0.7%	19.5%
O=C(c1ccco1)N1CCC(N2CCN(c3ccccc3)CC2)CC1	i	-1.4%	-2.1%	nt	7.2%
CC1CCCCN1CCNC(=O)c1cc2c(=O)n(C)c3ccccc3c2n1C (stereo not given)	0.9%	-7.6%	42.6%	11.3%	-4.9%
O=c1c2ccccc2nc2c3ccccc3c3nncn3n12	7.4%	nt	nt	-6.0%	nt
Cc1c(Cl)cccc1NC(=O)c1ccccc1-c1ccccc1C(=O)O	0.4%	-3.2%	44.9%	-7.3%	1.0%
C#CCOC(=O)c1ccccc1C(=O)n1nnc2ccccc21	2.7%	-6.0%	48.5%	4.0%	4.6%
Cc1cccc(/C=N/NC(=O)c2ccc(Br)cc2)c1	1.9%	-8.0%	76.2%	-8.4%	-3.5%
CN(C(=O)c1cccc(NC(=O)Cc2ccc(NC(=O)C3CCCN(C(=O)C4CCCC4)C3)cc2)c1)C1CCC1 (stereo not given)	0.9%	nt	nt	1.0%	nt

3 entries drawn at random from those above, as already listed:
SMILES	inhibitors of VEEV	PhoP GFP inhibition	tuberculosis growth	influenza NS1A	M. tuberculosis HTS	others
O=C(O)CCC(=NNC(=O)c1cccc(S(=O)(=O)N2CCCCC2)c1)c1ccccc1	0.0%	nt	20.4%	-11.8%	-8.7%
COCCOC(=O)c1c(NC(=O)CNC2CCCc3ccccc32)sc(C(N)=O)c1C (stereo not given)	1.9%	-0.6%	-5.5%	-5.5%	2.1%
O=C(c1ccco1)N1CCC(N2CCN(c3ccccc3)CC2)CC1	i	-1.4%	-2.1%	nt	7.2%

Going on with the list:
SMILES	inhibitors of VEEV	PhoP GFP inhibition	tuberculosis growth	influenza NS1A	M. tuberculosis HTS	others
NC(=O)CSc1ncnc2c1nnn2Cc1ccc(F)cc1	2.4%	2.5%	79.9%	-3.6%	-1.9%
CCOC(=O)N1CCN(C(c2cccnc2)c2ccc3cccnc3c2O)CC1 (stereo not given)	2.0%	-3.9%	20.1%	14.6µM*	0.0%
CCCc1nc2oc3c(OCC)ncnc3c2c2c1COC(C)(C)C2	2.2%	-12.3%	-8.4%	-5.8%	12.9%
CC(/C=N/NC(=O)c1nnn(-c2nonc2N)c1CN1CCCCC1)c1ccccc1 (stereo not given)	0.5%	1.0%	-4.5%	-6.2%	-6.2%
CCN(c1ccc(NC(=O)c2ccc(N3CCCC3=O)cc2)cc1)C(C)C	2.3%	-0.8%	22.1%	-4.7%	58.4%
O=C(COc1ccccc1Br)NCc1ccccn1	1.0%	-13.1%	14.0%	1.8%	-0.6%	inhibitors of VEEV 10K pilot screen=0.3
N#CCC(=O)NC1CCC(CC2CCC(NC(=O)CC#N)CC2)CC1 (stereo not given)	4.4%	11.0%	10.8%	7.3%	8.3%
Nc1ncnc2c1ncn2CCOc1ccccc1	0.0%	12.6%	2.1%	0.2%	-10.3%
Cc1ccc(CN2CCN(Cc3cn(C)nc3C)CC2CCO)o1 (stereo not given)	i	-11.7%	-10.2%	-2.5%	-7.4%
O=C(CSc1nc(-c2ccco2)cc(C(F)(F)F)n1)NCC1CCCO1 (stereo not given)	0.2%	-3.1%	-6.2%	-1.4%	-1.9%
O=C(CSc1nnnn1-c1ccc2c(c1)CCC2)NCc1cccs1	i	-3.9%	16.0%	-11.0%	8.7%
COc1ccc(CN(CCC(c2ccco2)C(C)C)C(C)=O)cc1OC (stereo not given)	3.4%	-2.4%	9.3%	-2.6%	-0.7%
COc1cc(C(=O)NCc2nnc(SCC(=O)N3CCCc4ccccc43)o2)cc(OC)c1OC	0.1%	-2.4%	1.3%	10.9%	1.2%
N#CC1=C(N)Oc2nc(-c3ccccc3)[nH]c2C1c1cccnc1 (stereo not given)	3.7%	0.8%	-6.0%	4.0%	-2.7%
COCCNC(=O)C(c1cccs1)N(Cc1ccccc1)C(=O)Cn1nnc2ccccc21 (stereo not given)	0.2%	4.5%	-7.9%	2.9%	-10.7%
O=C(Cc1ccc(Cl)cc1)Nc1cc(S(=O)(=O)N2CCOCC2)ccc1N1CCCC1	0.9%	2.1%	13.7%	-9.1%	-9.1%
CCN(C(=O)CCC(=O)N(CC)c1ccccc1)c1ccccc1	3.4%	-5.0%	-8.5%	-1.8%	-3.0%

In the list so far, eleven contain sulfur:
SMILES	inhibitors of VEEV	PhoP GFP inhibition	tuberculosis growth	influenza NS1A	M. tuberculosis HTS	others
O=C(Nc1ccccn1)C1CCN(S(=O)(=O)c2cccc3nonc23)CC1	2.2%	-11.6%	-7.9%	-2.5%	-8.8%
O=C(O)CCC(=NNC(=O)c1cccc(S(=O)(=O)N2CCCCC2)c1)c1ccccc1	0.0%	nt	20.4%	-11.8%	-8.7%
CC(C)(C)C(=O)Nc1ccc(S(=O)(=O)N2CCCC2)cc1	i	-4.5%	-2.8%	-3.8%	4.8%
COCCOC(=O)c1c(NC(=O)CNC2CCCc3ccccc32)sc(C(N)=O)c1C (stereo not given)	1.9%	-0.6%	-5.5%	-5.5%	2.1%
CC(C)(C)c1ccc(C(=O)NC(=S)NNC(=O)COc2ccccc2)cc1	23µM*	-4.4%	?	-0.8%	3.39µM*
NC(=O)CSc1ncnc2c1nnn2Cc1ccc(F)cc1	2.4%	2.5%	79.9%	-3.6%	-1.9%
O=C(CSc1nc(-c2ccco2)cc(C(F)(F)F)n1)NCC1CCCO1 (stereo not given)	0.2%	-3.1%	-6.2%	-1.4%	-1.9%
O=C(CSc1nnnn1-c1ccc2c(c1)CCC2)NCc1cccs1	i	-3.9%	16.0%	-11.0%	8.7%
COc1cc(C(=O)NCc2nnc(SCC(=O)N3CCCc4ccccc43)o2)cc(OC)c1OC	0.1%	-2.4%	1.3%	10.9%	1.2%
COCCNC(=O)C(c1cccs1)N(Cc1ccccc1)C(=O)Cn1nnc2ccccc21 (stereo not given)	0.2%	4.5%	-7.9%	2.9%	-10.7%
O=C(Cc1ccc(Cl)cc1)Nc1cc(S(=O)(=O)N2CCOCC2)ccc1N1CCCC1	0.9%	2.1%	13.7%	-9.1%	-9.1%
